# ADAM17 inh: inhibitors of human ADAM17 | recombinant ADAM17, EDANS/DABCYL FRET peptide cleavage | inhibition, % at 6.95 µM | 0.83% of 370,000 active;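 active means inhibition above the mean of compounds lying between control limits plus 3 SD, set per campaign, cut at about 8.5% in these data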;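 further: 0% = DMSO-only wells as the low control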
# PLCg1 inh: blocks human PLC-gamma1 enzyme activity; 0.84% of 370,000 active; inhibition, % at 12.2 µM; purified PLC-gamma1, fluorogenic substrate, fluorescence; P19174; in the data active means inhibition above about 9.5%
# Rev-erbA mod: modulates human Rev-erb alpha binding to DNA; P20393; Rev-erbα–FITC-DNA binding, fluorescence polarization, 90 min; activity, % at 10 µM; 0.79% of 370,000 active; AID 1259318;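 active means activity above about 14%, limit read from the data; passing the limit was not always enough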;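 further: 0% = DMSO wells with 35 nM protein and 100% = DMSO wells with 750 nM protein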
# DAX1 inh-1: blocks DAX1 repression of SF-1 activated StAR promoter; HEK293T StAR-luciferase reporter, SF-1/DAX-1 repression relief; inhibition, % at 6.8 µM; 1.1% of 370,000 active; AID 652010;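 active means inhibition above the mean over all tested compounds plus 3 SD, cut at about 3.6% in these data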;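 further: 0% = DAX-1 cells with DMSO and 100% = cells lacking DAX-1 with DMSO; higher inhibition means more luminescence from relief of DAX-1 repression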
# SMARCA2 activ: SMARCA2 function activation, primary screen | MG213 cells, MMTV-luciferase reporter, dexamethasone, overnight | activation, % at 9.1 µM | 1% of 370,000 active; in the data active means activation above about 7.8%;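 further: 0% = vehicle wells and 100% = reference activator wells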
# DAX1 inh-2: inhibits human nuclear receptor DAX1; 0.99% of 340,000 active; inhibition, % at 6.75 µM; AID 504766; P51843; HEK293 Gal4-DAX1 luciferase reporter, luminescence;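 active means inhibition above the mean over all tested compounds plus 3 SD, cut at about 4.2% in these data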;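 further: 0% = DAX1-transfected cells with DMSO and 100% = empty-vector control cells with DMSO; inhibition shows as a rise in luminescence from relieved DAX1 repression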
# Target sequence (P51843 207-470 limits assumed): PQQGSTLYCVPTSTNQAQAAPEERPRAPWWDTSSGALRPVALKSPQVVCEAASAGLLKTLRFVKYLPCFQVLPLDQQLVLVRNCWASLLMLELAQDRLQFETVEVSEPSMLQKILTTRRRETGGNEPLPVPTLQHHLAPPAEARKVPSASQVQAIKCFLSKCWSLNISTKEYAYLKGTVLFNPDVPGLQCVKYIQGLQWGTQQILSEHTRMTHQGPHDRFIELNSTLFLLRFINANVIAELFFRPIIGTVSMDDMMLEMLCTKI
# ssDAF-12 act: S. stercoralis DAF-12 activation, primary screen; HEK293 ssDAF-12/GRIP1 lit1-tk-luc reporter, luminescence; % of 3 µM dafachronic acid response; activation, % at 6.8 µM; 1% of 370,000 active; AID 652126;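 active means activation above the mean over all tested compounds plus 3 SD, cut at about 0.9% in these data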;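 further: 0% = DMSO-only wells and 100% = 3 µM delta7-dafachronic acid wells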
# hcDAF-12 act: activators of H. contortus DAF-12 nuclear receptor. HEK293 hcDAF-12 lit1-tk-luc reporter, luminescence; 0% DMSO, 100% Δ7-dafachronic acid. activation, % at 6.8 µM. 1.4% of 370,000 active. AID 652067;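 active means activation above the mean of all tested compounds plus 3 SD, cut at about 5.5% in these data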;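 further: 100% = response to 3 µM Δ7-dafachronic acid high control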
# PLCb3 inh: PLC-beta3 (human) inhibition, primary screen; AID 720704; 0.18% of 370,000 active; Purified PLC-beta3, fluorogenic substrate, fluorescence; inhibition, % at 12.2 µM; in the data active means inhibition above about 11%;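 further: 0% = median of compound wells on plate and 100% = full blocker control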
# MBD2 inh: blocks human MBD2 binding to methylated DNA; Q9UBB5; TR-FRET, MBD2 binding to methylated oligonucleotide; inhibition, % at 4.4 µM; 0.31% of 370,000 active; AID 686964; in the data active means inhibition above about 13%
# Target sequence (Q9UBB5 whole entry, looked up): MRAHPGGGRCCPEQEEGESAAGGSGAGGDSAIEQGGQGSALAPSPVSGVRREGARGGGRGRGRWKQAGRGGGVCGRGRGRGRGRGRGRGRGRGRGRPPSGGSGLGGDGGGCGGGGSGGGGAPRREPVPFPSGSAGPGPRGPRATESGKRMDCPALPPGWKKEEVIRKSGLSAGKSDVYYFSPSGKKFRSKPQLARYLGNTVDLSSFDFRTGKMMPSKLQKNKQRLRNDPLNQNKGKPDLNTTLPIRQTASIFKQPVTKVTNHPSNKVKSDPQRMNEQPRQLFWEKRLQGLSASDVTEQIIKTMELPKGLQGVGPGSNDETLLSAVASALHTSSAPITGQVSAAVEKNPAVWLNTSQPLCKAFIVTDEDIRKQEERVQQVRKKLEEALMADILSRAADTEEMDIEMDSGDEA
# hgDAF-12 ag: agonists of H. glycines DAF-12 nuclear receptor | HEK293 GAL4-hgDAF12 UAS-luciferase reporter, agonist luminescence; normalized to butyrate control | AID 687014 | 1.8% of 370,000 active | activation, % at 6.8 µM;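 active means activation above a cutoff set at the mean of all screened compounds plus 3 SD, cut at about 10% in these data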;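 further: 0% = DMSO wells and 100% = sodium butyrate wells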
# * hit, by the source's call; i = inactive; · = no result given. Compounds as they come; about 7.4% have a hit in one of these screens.
Molecule	ADAM17 inh	PLCg1 inh	Rev-erbA mod	DAX1 inh-1	SMARCA2 activ	DAX1 inh-2	ssDAF-12 act	hcDAF-12 act	PLCb3 inh	MBD2 inh	hgDAF-12 ag
CCCCC(=O)Nc1cc(C(=O)NCCc2ccccc2)ccc1Cl	0	3	-2	4.4*	8.2*	1.2	0.0	2.0	3	-7	8.5
N#CC1=C(N)Oc2cc(O)ccc2C1c1cccnc1 (stereo not drawn)	-1	-60	-3	-0.2	3	1.1	-1.5	-2.1	-52	-4	-1.5
CCc1ccccc1NC(=O)c1cc(C2CC2)on1	-1	0	3	0.5	1	0.3	-0.3	2.1	4	3	3.4
CC(=O)c1c(N2CCN(CCO)CC2)nc(=S)n(-c2ccccc2)c1C	-2	-2	6	-0.3	2	-0.5	-1.2	0.3	4	-2	-1.6
CC(=O)Nc1ccc(C(=O)N2CCCCC2c2cc(C(=O)NCc3cccnc3)no2)cc1 (stereo not drawn)	-6	0	0	-0.4	0	·	-1.1	-0.2	3	0	-2.7
Cc1nc(CS(=O)(=O)c2ccc(Cl)cc2)cc(Sc2ccc(Cl)cc2)n1	-1	-1	3	-1.3	0	1.8	-0.9	0.6	0	-3	3.7
Cc1cc(C(=O)NCc2ccccc2Cl)c2ccccc2n1	-3	-6	4	-0.5	-2	-1.4	-0.2	5.0	-10	-10	0.0
CCOC(=O)NN=C1CN(S(=O)(=O)c2ccc(C)cc2)C1	-6	1	2	-0.1	-2	0.6	-1.4	-1.3	-9	1	3.2
C#CCOCCOCCOCCNc1nc(N2CCN(C(=O)[C@H](CCC(=O)O)n3cc(C(N)CO)nn3)CC2)nc(N2CCN(C(=O)[C@H](Cc3ccc(O)cc3)n3cc(C(N)[C@H](C)CC)nn3)CC2)n1 (stereo partly drawn)	-4	-3	-2	-0.3	1	·	-0.5	-0.5	-1	1	-0.2
Cc1ccc(-n2cc(CN(C)Cc3ncc[nH]3)c(-c3cccc(C)c3)n2)cc1	2	4	-4	-1.0	-2	-0.8	-1.6	-2.9	-1	0	-0.4
Nn1c(SCc2ccc([N+](=O)[O-])cc2)nnc1-c1n[nH]c2c1CCC2	-1	-1	0	-0.4	1	·	-1.5	-0.5	2	-2	4.1
Cc1n[nH]c(=O)c2ccccc12	-1	3	-3	0.6	-2	1.1	-1.5	0.3	-3	5	-1.6
CC(C)C(NC(=O)C1CCCCC1)C(=O)Nc1ccncc1 (stereo not drawn)	-3	0	-2	0.4	0	0.8	-0.9	0.5	0	2	-0.6
Cc1ccc(/C=C2/SC(=S)N(CCC(=O)N3CCN(C)CC3)C2=O)cc1	-5	-5	2	0.5	1	0.8	-1.5	0.2	-11	1	2.5
CC(NC(=O)CSc1nc2ccccc2c(=O)n1CCCO)c1ccccc1 (stereo not drawn)	-4	0	-1	-0.5	-1	-0.6	-1.8	-2.7	-2	-4	1.7
O=C(N/N=C/c1ccc([N+](=O)[O-])o1)c1ccccc1NS(=O)(=O)c1cccs1	1	-2	6	-1.1	-3	3.1	-2.0	-1.8	-10	-2	-5.5
CC(=O)c1cccc(NC(=O)N2CCC(NC(=O)c3ccco3)CC2)c1	-1	-2	1	-0.5	-3	0.2	-1.4	-0.6	-6	-4	-1.6
CN(Cc1ccc(F)cc1)C(=O)c1ccc(NS(=O)(=O)c2ccccc2)cc1	-3	0	13	-1.3	-1	0.5	-1.5	-2.1	0	4	2.0
O=S(=O)(c1ccccc1Br)N(Cc1cn(CC2CCCCC2)nn1)C1CC1	-1	3	5	-1.0	-2	·	-1.5	1.7	1	-4	5.0
CCC(=O)OC1(C)C(=O)C=C2C=C(c3ccc(C#N)cc3)OC=C2C1=O (stereo not drawn)	-5	-29	-4	-0.3	2	0.3	-0.9	-1.1	-43	3	1.8
CCOc1ccccc1NC(=O)CSc1nnc(-c2cccnc2)o1	-8	0	2	-0.6	0	-0.4	-0.5	1.8	-6	2	2.6
C[C@H](O)[C@@H]1CN2CCc3ccc(-c4ccc5c(c4)OCO5)cc3[C@@H]2C[C@@H]1N(C)C(=O)NC1CCCCC1	-1	0	4	0.0	-3	·	-0.7	0.2	2	6	1.1
c1ccc(-c2noc(-c3ccc4c(c3)OCO4)n2)nc1	-4	0	-11	3.2	-2	-3.9	-0.7	4.1	2	2	3.0
COc1ccc(CCNC(=O)Cc2cccs2)cc1	-2	0	0	-0.1	0	-0.7	-1.1	-0.3	1	-2	-0.8
COc1ccc(CC(=O)N(Cc2cc3cc(OC)ccc3[nH]c2=O)C(C)C)cc1	-55	-27	-7	-0.6	0	-0.6	-0.7	-1.2	-36	-3	-2.5
NNc1nnc(-c2ccccc2)c(-c2ccccc2)n1	-2	-17	0	0.0	-3	1.6	-1.9	-1.8	-18	-1	-1.4
Brc1cc(Br)c2nc3c(cc2c1)CCC3	-3	-2	33*	0.3	-1	-1.1	-1.5	-1.7	-3	0	-1.2
CCc1ccc(OCc2n[nH]c(=S)n2C(C)CCCC(C)C)cc1 (stereo not drawn)	3	-1	4	-0.7	2	1.8	-1.3	0.4	-3	-1	-0.7
Cn1c2ccccc2c2cnn(CC(=O)O)c(=O)c21	-20	-5	4	-0.5	0	1.8	0.5	1.3	-6	2	-2.4
CCN(C(=O)C(C)Sc1ccc(S(=O)(=O)N2CCOCC2)cn1)c1ccccc1 (stereo not drawn)	-3	0	-8	-0.7	-3	0.1	-0.7	-0.5	-8	3	-1.9
CSc1cccc(NC(=S)N2CCC(N(C)C3CCCCC3C)CC2)c1 (stereo not drawn)	0	9	1	0.2	-3	0.3	-1.6	-2.0	-4	-1	1.2
O=C(Nc1ccccc1)c1cnc[nH]1	-3	2	1	0.1	2	0.3	-1.1	-0.1	5	-4	9.2
CCCCNc1cccc2c1S(=O)(=O)N[C@@H](CC(C)C)CO2	0	4	-4	-1.1	1	·	-1.6	-1.1	2	0	0.3
COc1ccc(NC(C)=O)cc1NS(=O)(=O)c1ccc2c(c1)OCCO2	-2	1	0	-2.7	-3	-0.2	-1.2	-1.2	-5	2	-1.8
CN(CC(=O)Nc1ccc(N2CCOCC2)cc1)C(=O)CSc1ccccc1F	-6	0	-9	-1.1	-1	0.0	0.1	-1.3	-6	4	0.2
O=C(C1CCCO1)N1CCN(Cc2c(O)ccc3ccccc23)CC1 (stereo not drawn)	-12	-12	5	-0.1	3	-0.5	-0.3	3.9	-9	-4	-0.3
CCOc1ccc(N(CC(=O)NC2CCCCC2)S(=O)(=O)c2c(C)noc2C)cc1	-1	1	-3	-0.7	1	-1.9	-1.8	0.0	2	-1	1.5
Cc1cccc(C)c1NC(=O)C1c2ccccc2OCC(=O)N1Cc1cccnc1 (stereo not drawn)	-3	-4	-6	-0.5	-3	·	-0.4	-0.1	-5	4	1.7
COc1cccc(-c2ccc(NC(=O)C3CCCN(Cc4nccn4C)C3)cc2)c1 (stereo not drawn)	-5	4	-2	-1.6	2	-0.5	-1.1	-3.1	-3	-2	-1.7
CN(Cc1nccn1C)C(=O)c1ccc(OC2CCN(CCc3ccccc3)CC2)cc1	-4	1	-3	0.1	-3	-1.0	-1.3	-1.0	-5	2	0.2
COc1ccc(C(CNC(=O)C(CC(C)C)NS(=O)(=O)c2ccc(C)cc2)N2CCOCC2)cc1 (stereo not drawn)	1	-3	2	-1.0	2	-1.0	-1.1	0.0	2	-1	-0.5
CCCc1nnc(NC(=O)CNc2ccc(F)cc2)s1	-1	1	-6	-0.1	2	-1.3	-1.2	-2.4	0	-3	1.0
COc1ccc(-c2cc(C(=O)NN)[nH]n2)cc1OC	1	2	-4	-1.5	3	-3.2	-1.1	0.0	2	2	0.8
Cc1cc(NC(=O)CCCC(=O)N(CC(=O)NCCc2ccccc2)Cc2ccc(F)cc2)no1	3	2	-6	-0.6	-1	-0.4	1.1*	0.1	0	-1	-1.8
Cn1c(O)c(/C=C2\C=Nc3ccccc32)sc1=Nc1ccc(C(=O)O)cc1	-6	0	3	0.0	1	3.4	-0.6	4.5	-48	5	2.6
NC(=O)N/N=C/c1c(Sc2nnnn2-c2ccccc2)nc2ccccn2c1=O	-24	-91	0	-1.5	-3	-0.5	-1.3	-0.3	-129	-3	-4.0
O=S(=O)(Nc1ccccn1)c1ccc(C(F)(F)F)cc1Cl	-1	1	4	0.1	1	2.0	-1.5	1.4	-6	-2	0.9
CNC(=O)C(=O)N/N=C/c1cccnc1	-3	-1	5	0.0	0	-0.2	-1.2	0.3	-6	-4	-0.8
COC1=C[C@H](C(=O)NCCOC(C)=O)[C@H](C)[C@@H](c2ccccc2)CC1=O	-2	-5	2	-0.7	-4	·	-0.8	-0.1	-7	1	-1.4
Cc1ccc(-n2nc3c(=O)n(CC(=O)NCCc4ccccc4C)nc(C)c3c2C)cc1	-3	2	-1	-0.8	-2	-0.8	-1.4	-2.3	-6	-4	-1.6
O=C(Nc1ccc(S(=O)(=O)N2CCOCC2)cc1)c1ccc(Br)o1	-2	0	-1	-0.3	0	1.1	-1.2	-1.2	1	-1	-1.0
O=C(CSC1=NCCN1)Nc1cccc(C(F)(F)F)c1	-6	2	2	0.0	-1	0.6	-1.2	-0.4	4	5	0.5
COc1ccc(Cc2n[nH]c(=S)n2N)cc1OC	0	0	0	-1.4	-2	0.1	-1.2	-1.6	-3	-2	-3.3
CCCN(CC(=O)Nc1ccccc1C)C(=O)C1CC(=O)N(Cc2ccccc2)C1 (stereo not drawn)	-3	4	3	-0.1	-1	-0.2	-1.1	-0.3	-2	6	-1.7
O=C(NCCc1ccccc1)c1cnc2ccccn2c1=O	i	-198	0	5.2*	7	0.5	-0.6	2.5	-278	-6	14*
COc1ccc(OC)c(NC(=O)c2ccc(CN3CCc4ccccc4C3)cc2)c1	-3	-13	1	-0.6	-1	1.1	-1.5	0.0	-14	6	2.8
O=C(NCCc1ccc(Cl)cc1)c1ccc2c(c1)ncn2C1CCCCC1	0	-1	-6	-0.8	-7	·	-1.4	-3.4	-4	2	-1.1
CN1C(C(=O)NCCc2cccs2)CC2Cn3c(nc4cc(Cl)c(Cl)cc43)C21 (stereo not drawn)	-5	0	2	-0.3	0	0.5	-1.2	-0.8	-2	-1	0.1
COc1ccc(/C=N/NC(=O)c2cccc(COCC(F)(F)C(F)F)c2)cc1	-4	-31	0	0.2	0	-0.9	-1.4	-2.2	-9	-1	3.0
CCCOc1ccccc1NC(=O)CC1Nc2ccccc2NC1=O (stereo not drawn)	-7	-15	2	-0.8	-1	-1.1	-1.1	2.8	-27	-2	-2.4
COc1ccc(CCn2cnc(=O)c(C#N)c2C)cc1OC	-2	-1	8	0.0	3	-0.8	-0.3	-0.4	-2	4	-3.8

# Source: PubChem
